Screening data (PubChem)
HKDC1 inh = HKDC1 hexokinase inhibitors, primary screen, biochemical, fluorescence, uHTS; Q2TB90; recombinant HKDC1, G6PDH/diaphorase resazurin coupled fluorescence; inhibition, % at 20 µM; actives 0.16% (n = 340,000);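 active means inhibition above about 35% when tested at 20 µM, limit read from the data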;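 further: plate controls were DMSO wells with enzyme for no effect and DMSO wells lacking enzyme for full effect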
Target sequence (Q2TB90 whole entry, looked up): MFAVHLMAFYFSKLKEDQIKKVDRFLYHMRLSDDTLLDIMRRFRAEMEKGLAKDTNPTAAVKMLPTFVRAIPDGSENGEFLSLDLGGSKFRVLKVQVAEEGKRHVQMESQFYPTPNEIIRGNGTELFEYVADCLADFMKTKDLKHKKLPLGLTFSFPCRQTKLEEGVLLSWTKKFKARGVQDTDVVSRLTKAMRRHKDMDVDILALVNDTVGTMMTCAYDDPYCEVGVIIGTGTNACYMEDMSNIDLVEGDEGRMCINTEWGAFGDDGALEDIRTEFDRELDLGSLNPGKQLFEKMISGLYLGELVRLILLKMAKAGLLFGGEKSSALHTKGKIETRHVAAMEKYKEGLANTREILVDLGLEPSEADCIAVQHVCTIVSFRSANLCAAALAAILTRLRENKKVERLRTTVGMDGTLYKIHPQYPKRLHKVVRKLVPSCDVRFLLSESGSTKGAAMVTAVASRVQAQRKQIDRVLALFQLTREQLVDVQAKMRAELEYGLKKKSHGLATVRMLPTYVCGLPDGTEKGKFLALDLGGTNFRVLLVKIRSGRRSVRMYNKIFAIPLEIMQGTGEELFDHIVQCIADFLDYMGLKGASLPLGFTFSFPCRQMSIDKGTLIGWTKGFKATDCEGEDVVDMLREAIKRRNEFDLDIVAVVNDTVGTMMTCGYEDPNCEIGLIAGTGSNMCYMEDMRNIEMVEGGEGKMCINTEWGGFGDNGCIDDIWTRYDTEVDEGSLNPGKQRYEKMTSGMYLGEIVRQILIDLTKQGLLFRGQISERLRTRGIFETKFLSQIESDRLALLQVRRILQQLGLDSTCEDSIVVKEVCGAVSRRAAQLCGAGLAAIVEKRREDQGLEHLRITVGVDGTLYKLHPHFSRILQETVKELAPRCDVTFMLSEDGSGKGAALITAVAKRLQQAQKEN
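Test system: recombinant HKDC1 (HK5) hexokinase enzyme, produced in-house; Amount: enzyme 5 µg/mL final; Buffer or medium: Tris pH 8.0 buffer with MgCl2, Tween-20, BSA, BME; Reagent: glucose and ATP substrates; Doses: 20 µM test compound, 1% DMSO; Incubation: 90 min reaction incubation at room temperature, dark; Detection: resorufin fluorescence at 613 nm.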
Gli-Sufu block = Gli-Sufu pathway antagonists, primary screen, luciferase luminescence, Sufu-KO-LIGHT cells, uHTS | Sufu-KO-LIGHT fibroblasts, Gli luciferase reporter luminescence | inhibition, % at 5 µM | actives 0.74% (n = 340,000);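 active means inhibition above about 55%, limit read from the data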;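 further: 0% = DMSO-treated cells and 100% = wells with medium but no cells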
Starred values were filed as active, the others as inactive. This is a subset (hit frequency here may not be typical).

SMILES | HKDC1 inh | Gli-Sufu block
COCCNc1nnc(SCC(=O)NC2CCCCC2)s1 | -3 | -15
Cc1ccc(S(=O)(=O)N(C)C)cc1NC(=S)NC12CC3CC(CC(C3)C1)C2 | 0 | 10
Cc1[nH]nc(-c2cccnc2)c1N=NN(C)C | 1 | 24
CSC1=C(C#N)C2(CCCCC2)C(C(=O)Nc2ccccc2)=C(C)N1 | 4 | 3
O=S(Cc1ccc(Cl)cc1)c1ccccc1 (configuration not stated) | -4 | -7
Oc1c(Br)cc(Br)cc1/C=N/N1CCN(Cc2ccccc2)CC1 | -1 | 0
Cc1ccc(S(=O)(=O)N2CCOCC2)cc1C(=O)OCC(=O)N1CCc2ccccc2C1 | 4 | 16
CCCCCOc1ccc(Br)cc1CSC(=N)N | -6 | 66*
CCCCn1c(N)c(N(CC(C)C)C(=O)CN2C(=O)NC3(CCC(C(C)(C)CC)CC3)C2=O)c(=O)[nH]c1=O (configuration not stated) | -1 | 19
Cc1ccc(OCCSc2ncccn2)c(C)c1 | -2 | -116
Cc1cc(C)cc(OCC(=O)NNC(=O)c2cc3ccccc3oc2=O)c1 | -2 | 6
CSc1cccc(-n2cc(-c3ccc4c(c3)OCO4)[nH]c2=O)c1 | 4 | 5
CC(=O)NCCc1nc2ccccc2n1CCc1ccccc1 | 2 | -2
O=C1OCCN1c1ccccc1 | -8 | 1
NC(=O)c1ncn([C@@H]2O[C@H](CNCc3c(OCc4ccccc4F)ccc4ccccc34)[C@@H](O)[C@H]2O)n1 | -5 | -6
COc1cc2cc(CN(Cc3nnnn3Cc3ccccc3)CC3CCCO3)c(=O)[nH]c2cc1OC (configuration not stated) | 7 | 6
CC(C)NC(=O)c1ccc(C(C)C)cc1 | -6 | -6
c1cnc2nc3c4ccccc4c4ccccc4c3nc2c1 | 13 | 2
COc1cc(NCCCn2ccc(NC(=O)OCc3ccccc3)nc2=O)cc(OC)c1OC | 18 | -5
Cc1c(C(=O)NNC(=O)c2ccccc2O)oc2ccc(Br)cc12 | -14 | -2
CN(c1ccccc1)S(=O)(=O)c1ccc(Cl)c(C(=O)OCC(=O)c2c(N)n(C)c(=O)n(C)c2=O)c1 | 5 | 4
NC(=S)n1[nH]c(-c2ccc([N+](=O)[O-])cc2)c(N=Nc2ccccc2[N+](=O)[O-])c1=O | -3 | 2
COc1ccc(C2/C(=C(/O)c3cnn(-c4ccccc4)c3C)C(=O)C(=O)N2CCN(C)C)cc1OC (configuration not stated) | -3 | -4
O=C1c2ccccc2C(=O)N1/N=C/c1ccc(O)c(O)c1O | 1 | 4
CC(=O)N1CC2(CC(=O)OC(C)C)CN(C(C)=O)CC(CC(=O)OC(C)C)(C1)C2=O | -9 | -3

(continued)
SMILES | HKDC1 inh | Gli-Sufu block
O=C(Nc1ccccc1)C(c1ccccc1)C1CCCC1 (configuration not stated) | -4 | -4
CCOC(=O)c1c(CN2CCNCC2)nc2ccc(Cl)cc2c1-c1ccccc1 | -4 | 16
O=c1cc2c(c(-c3ccccc3)n1Cc1ccccc1)[C@@H](CCO)NC2 | -3 | -2
Cc1ccc2nc3[nH]c(=O)[nH]c(=O)c3c(N)c2c1 | 2 | 18
COC(=O)C1CC2(C(=O)OC)CC(C(=O)OC)(CC(C(=O)OC)C2=O)C1=O (configuration not stated) | -11 | 8
O=S1(=O)c2ccc(Br)cc2N2CC[C@H](C2)N1Cc1ccc(Cl)cc1 | -2 | 12
OCCNc1nc2ccccc2n1-c1ncnc2sc3c(c12)CCC3 | 1 | -5
O=C(Nc1ccccc1)O[C@@H]1C[C@H]2CCCC(=O)N3CC[C@@H](C1)[C@@H]23 | -5 | 6
O=C(Cc1ccc(NC(=O)C2CCCN(C(=O)C3CCCCC3)C2)cc1)Nc1cccc(C(=O)N2CCCC2)c1 (configuration not stated) | -3 | -7
CCn1c(CNc2nc(-c3ccccc3)cs2)nnc1SCC(=O)NCc1ccco1 | -8 | 17
CN1C[C@@H]2[C@@H]3C(=O)N(C)C(=O)[C@@H]3[C@](C)(C1=O)N2C(=O)c1ccc(F)cc1 | 1 | 8
Cc1ccnc(NC(c2ccccc2)c2ccc3cccnc3c2O)c1 (configuration not stated) | -40 | -7
CC(C)Cn1c(N)c(C(=O)CSc2ccccc2)c(=O)n(C)c1=O | -9 | 10
CCOc1c(Cl)cc(CNc2ccc(N3CCCC3)cc2)cc1OC | 17 | 2
COc1ccccc1NC(=O)CSc1n[nH]c(-c2ccco2)n1 | -4 | 3
O=C(c1ccc(-c2ccccc2Cl)o1)N1CCCCCCC1 | 3 | -53
CC(C)Nc1nnc(SCC(=O)Nc2ccc3c(c2)C(=O)c2ccccc2C3=O)s1 | 43* | -87
CN(CC(=O)Nc1ccccc1Br)C(=O)c1cccc(S(=O)(=O)N2CCc3ccccc32)c1 | 4 | 6
C=CC(=O)Nc1cccc(N(C)c2ccnc(Nc3ccc(N4CCN(C)CC4)cc3)n2)c1 | 9 | 50
C[C@]1(O)CC(=O)C=C[C@H]1Nc1ccccc1 | 8 | -7
Cc1cccc(NC(=O)CN2CCN(C(=O)CN3C(=O)NC4(CC(C)CC(C)(C)C4)C3=O)CC2)c1C (configuration not stated) | -8 | 7
CC(=O)OCC(=O)C12OC(C)(C)OC1CC1C3CC=C4CC(O)CCC4(C)C3CCC12C (configuration not stated) | -1 | 0
Nc1ccc2c(c1)C(=O)c1cc(N)c(Cl)cc1-2 | 0 | -4
CCOc1ccc(NC(=O)CN(C)C(=O)c2cn(-c3ccc(C)cc3)nc2-c2cccc(OC)c2)cc1OCC | 1 | 2
O=C1NC(=O)/C(=C/c2cccc(O)c2)N1 | 2 | -7

Further entries.
SMILES | HKDC1 inh | Gli-Sufu block
C=C(C)C(=O)Oc1ccc(N=Nc2ccc(C)cc2)ccc1=O | 9 | -27
O=C(O)CN1CCNCCN(CC(=O)O)CCNCC1 | 0 | -38
O=c1[nH]cnc2c1ncn2C1OC(CO)C(O)C1O (configuration not stated) | 1 | 4
O=C(Nc1ccccc1Cl)O/N=C/c1ccc(F)cc1 | 2 | -6
CC[C@H]1C=C[C@@H](C(C(=O)OC)C(=O)OC)CN1C(C)=O | -5 | 15
CN(CCc1ccccc1)C(=O)c1cccc(NC(=O)Cc2cccc(NC(=O)C3CCN(C(=O)C4CCCCC4)CC3)c2)c1 | -9 | -10
Cn1cc(/C=C/c2cc[n+](C)cc2)c2cc(F)ccc21 | -3 | 36
CN1C[C@@H]2[C@@H]3C(=O)N(Cc4ccccc4)C(=O)[C@@H]3[C@](Cc3ccccc3)(C1=O)N2C(=O)c1ccc(Cl)c(Cl)c1 | 4 | 1
Cc1cc(C)nc(N2CCN(c3nc(-c4ccccc4)nc4c3oc3ccccc34)CC2)n1 | -3 | 10
C[n+]1c(-c2ccccc2)cc2c(=Cc3ccccc3)c3ccccc3n21 | 42* | 77*
CN(C)S(=O)(=O)c1cccc(NC(=O)COc2cccc(C#N)c2)c1 | -7 | 2
Cc1cn(CC(=O)NCCc2c[nH]c3ccccc23)c(=O)[nH]c1=O | -7 | 7
CC(=O)C1(O)CCC2C3CCC4CC(=O)CCC4(C)C3C(=O)CC21C (configuration not stated) | 0 | -21
CC1(C)COC(c2ccccc2Cl)OC1 | -4 | 10
COc1ccc2c(c1)-c1nc(/N=C/c3c(O)ccc4ccccc34)sc1CC2 | 14 | -4
CC(=O)Oc1cccc2c1C(=O)C1CC=CC(OC(C)=O)C1C2=O (configuration not stated) | -45 | -3
Cc1ccc([C@H]2C(C(=O)O)=CC[C@@H](c3cccc(Cl)c3)N2S(=O)(=O)c2ccc(C)cc2)cc1 | 4 | 10
CC1=NOC(=O)/C1=C\c1ccc(-c2ccc(Br)cc2)o1 | 42* | -7
CC1CN(Cc2ccco2)C(=S)NC1=O (configuration not stated) | -5 | 4
Cc1nc(CN2CCCCC2)c(O)c(=O)[nH]1 | -8 | -13
Cc1cn([C@H]2C[C@H](O)[C@@H](CCC(=O)NCCc3cnc[nH]3)O2)c(=O)[nH]c1=O | -8 | -14
NC(=O)C1(C(=O)O)OC1(c1ccc(Cl)cc1)c1ccccc1Cl (configuration not stated) | 1 | 4
N#Cc1c(N)n(CCOC(=O)c2ccc(Cl)cc2)c2nc3ccccc3nc12 | -1 | 0
CCN(CC)CCN(C)C1CCC(c2ccccc2)CC1 (configuration not stated) | -14 | 15
Brc1ccc(COn2ccnc2)cc1 | -11 | -7

Quoted from the listing.
Result for CCN(CC)CCN(C)C1CCC(c2ccccc2)CC1 (configuration not stated) under Gli-Sufu block: 15
Result for CN1C[C@@H]2[C@@H]3C(=O)N(Cc4ccccc4)C(=O)[C@@H]3[C@](Cc3ccccc3)(C1=O)N2C(=O)c1ccc(Cl)c(Cl)c1 under HKDC1 inh: 4
Result for CC[C@H]1C=C[C@@H](C(C(=O)OC)C(=O)OC)CN1C(C)=O under Gli-Sufu block: 15

Remaining list, next part
SMILES | HKDC1 inh | Gli-Sufu block
CC(C)(C)OC(=O)N1CCC(C(=O)Nc2ccc(C(=O)NC3CC3)cc2)CC1 | -6 | -7
CC(=O)Nc1cc2c(cc1[N+](=O)[O-])-c1ccccc1C2=NO | 1 | -8
CSCCC(NS(=O)(=O)c1ccc(Cl)cc1)C(=O)OCC(=O)N1CCCc2ccccc21 (configuration not stated) | -2 | -8
CCn1c2ccccc2c2nc3cc(C(=O)O)ccc3nc21 | 0 | -47
CC1=C(C(N)=O)C(c2ccccn2)n2nc(-c3ccccc3Cl)nc2N1 (configuration not stated) | -3 | -4
O=C(CC(=O)OCc1ccccc1)OCc1ccccc1 | -2 | 3
CCSc1ccc(-c2nn(-c3ccccc3)cc2/C=C(/C#N)C(=O)NC)cc1 | -17 | 4
CCOC(OCC)c1nc(N)[nH]c(=O)c1CCCCc1ccccc1 | -6 | 11
Cc1nc2ncccn2c1-c1csc(Nc2ccc(N(C)C)cc2)n1 | 0 | 62*
CC(=O)OC1(C(C)=O)CCC2C3CC(C(F)(F)F)C4=CC(=O)CCC4(C)C3CCC21C (configuration not stated) | -2 | 7
CCCCn1c(N)c(N(CCOC)C(=O)CC(NC(=O)c2ccccc2Cl)c2ccccc2)c(=O)[nH]c1=O (configuration not stated) | 0 | -3
CCOC(=O)c1c(C)cc(O)cc1O | 5 | 1
CC(C)CCn1cnc2c(c1=O)c1nc3ccccc3nc1n2Cc1ccc2c(c1)OCO2 | -3 | 7
COc1ccc(C(=O)n2nc(-c3ccco3)nc2N)cc1OC | 1 | -1
CCCC(=O)Nc1cccc(NC(=O)CN2CCN(c3ccccc3OC)CC2)c1 | -2 | -7
CN(C(=O)c1cccc(NC(=O)Cc2ccc(NC(=O)C3CCN(C(=O)CCc4ccccc4)CC3)cc2)c1)C1CC1 | 8 | 8
CN1CCC(CC(C(=O)N2CCCC2)(c2ccccc2)c2ccccc2)C1 (configuration not stated) | 1 | 18
N/C(=N\OS(=O)(=O)c1ccc(Cl)cc1)c1ccccn1 | -3 | -17
CCN(C(=O)COC(=O)c1ncc(Cl)c(Cl)c1Cl)c1c(N)n(Cc2ccccc2)c(=O)[nH]c1=O | -3 | 6
COc1ccc(NS(=O)(=O)c2ccc(C)c(C(=O)N3CCN(Cc4cc(OC)ccc4OC)CC3)c2)cc1 | -13 | 22
COc1ccc(C2CC(=O)n3nc(C45CC6CC(CC(C6)C4)C5)nc3S2)cc1OC (configuration not stated) | -3 | -6
COc1cccc(CNc2ncnc3cc(Cl)ccc23)c1 | -7 | 47
O=C(Nc1ccc2ccccc2c1)c1cccc2ccccc12 | -3 | -53
C=C(C)CNC(=O)C1CCC(=O)N(CCCc2ccccc2)C1 (configuration not stated) | -7 | -1
O=C1OCC2=C1C(c1ccc(Cl)cc1)c1cc3c(cc1O2)OCO3 (configuration not stated) | 4 | -17

Records listed so far marked active in HKDC1 inh:
Compound,HKDC1 inh
CC(C)Nc1nnc(SCC(=O)Nc2ccc3c(c2)C(=O)c2ccccc2C3=O)s1,43*
C[n+]1c(-c2ccccc2)cc2c(=Cc3ccccc3)c3ccccc3n21,42*
CC1=NOC(=O)/C1=C\c1ccc(-c2ccc(Br)cc2)o1,42*

Whole records, quoted from the list. Screens in order: HKDC1 inh | Gli-Sufu block
Listed for `CN1CCC(CC(C(=O)N2CCCC2)(c2ccccc2)c2ccccc2)C1` (configuration not stated) = 1 | 18
Listed for `C=C(C)CNC(=O)C1CCC(=O)N(CCCc2ccccc2)C1` (configuration not stated) = -7 | -1
Listed for `CCOC(OCC)c1nc(N)[nH]c(=O)c1CCCCc1ccccc1` = -6 | 11
Listed for `CSCCC(NS(=O)(=O)c1ccc(Cl)cc1)C(=O)OCC(=O)N1CCCc2ccccc21` (configuration not stated) = -2 | -8
Listed for `N/C(=N\OS(=O)(=O)c1ccc(Cl)cc1)c1ccccn1` = -3 | -17

Additional compounds follow:
SMILES | HKDC1 inh | Gli-Sufu block
CCN(CC(=O)NC(C)C)C(=O)c1ccc(Cl)cc1 | -10 | 4
COc1ccc(CNc2ccncc2)c(OC)c1OC | 0 | -22
Nc1cccc2c1C(=O)N(C(=O)/C=C/c1cccc(Br)c1)C2=O | 33 | -4
CC(C)CCN1CCC(CN2C(=S)NC[C@@H]2Cc2ccccc2)CC1 | -2 | 6
CS(=O)(=O)C1=NSC2=NC(=O)/C(=C\c3cccn3-c3ccc(Cl)cc3)C(=N)N21 | 23 | -5
Cc1ccc(Cn2c(C)c3cnn(CC(=O)NCCN4CCOCC4)c(=O)c3c2C)cc1 | -4 | 0
CC1(C)C2(C#N)C(=O)NC(=O)C12C#N (configuration not stated) | -8 | 3
CN1CCN(c2nc3c(c(=O)[nH]c(=O)n3C)n2CCOc2ccccc2)CC1 | -2 | 5
Cc1nn(Cc2ccccc2)c(C)c1CNC(=O)[C@H](C)N=C1NS(=O)(=O)c2ccccc21 | 3 | 7
COC(=O)/C(=C\c1ccc([N+](=O)[O-])cc1)NC(=O)c1ccccc1 | -1 | 2
COc1ccc(C2C(C(=O)c3sc(C)nc3C)=C(O)C(=O)N2CCN2CCOCC2)cc1 (configuration not stated) | -6 | 4
